Screening data from PubChem BioAssay.
SENP6 block: SENP6 protease inhibition; AID 2599; hit rate 1.8% among 330,000; inhibition, % at 10 µM; Recombinant SENP6 catalytic domain, aminoluciferin luminescence; Q9GZR1;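 active = inhibition above about 50% at the single tested dose, limit read from the data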;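 also: plate controls were DMSO wells with enzyme for no effect and DMSO wells lacking enzyme for full effect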
Target sequence (Q9GZR1 628-1112 limits assumed): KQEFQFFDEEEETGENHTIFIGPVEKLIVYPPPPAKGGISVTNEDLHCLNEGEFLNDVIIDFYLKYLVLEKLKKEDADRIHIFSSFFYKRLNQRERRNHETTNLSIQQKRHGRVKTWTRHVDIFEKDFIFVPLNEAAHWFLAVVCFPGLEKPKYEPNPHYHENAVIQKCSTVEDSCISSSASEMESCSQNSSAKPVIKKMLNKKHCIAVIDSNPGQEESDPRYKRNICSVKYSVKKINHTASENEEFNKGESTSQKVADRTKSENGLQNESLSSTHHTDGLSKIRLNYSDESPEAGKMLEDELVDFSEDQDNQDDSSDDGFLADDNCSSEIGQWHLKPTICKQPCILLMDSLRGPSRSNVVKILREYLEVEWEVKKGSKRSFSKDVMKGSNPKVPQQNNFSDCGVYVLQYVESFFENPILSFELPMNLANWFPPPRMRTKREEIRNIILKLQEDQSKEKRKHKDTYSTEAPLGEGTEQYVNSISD
SENP8 block-1: SENP8 protease inhibition. Q96LD8. purified SENP8, Z-RLRGG-aminoluciferin cleavage, luminescence. inhibition, % at 10 µM. hit rate 1.2% among 330,000. AID 2540; in the data active = inhibition above about 50%
Apaf-1 inh: inhibitors of human Apaf-1 apoptosome | reconstituted apoptosome caspase-3 activity, DEVD-Rh110 fluorescence | inhibition, % at 20 µM | hit rate 0.71% among 330,000 | AID 489030; active = inhibition of at least 40% at 20 µM;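 also: plate controls were DMSO wells for no effect and DEVD-CHO caspase inhibitor wells for full effect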
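Material: cell-free apoptosome with Apaf-1, procaspase-3 and caspase-9; Buffer or medium: Hepes pH 7.5 with detergent and BSA; Reagent: cytochrome c trigger plus (Z-DEVD)2-Rh110 caspase-3 substrate; Times: compound with Apaf-1, dATP, procaspase-3 30 min, then 50 min reaction, room temperature; Technique: Rh110 fluorescence intensity.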
PfGluPho inh: PfG6PD (Plasmodium falciparum) enzyme inhibition; PfGluPho enzyme, NADPH resazurin-diaphorase fluorescence; inhibition, % at 20 µM; hit rate 0.78% among 350,000; AID 504690;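 active = inhibition reaching at least a set limit at 20 µM in the primary screen, cut at about 59% in these data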;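 also: 0% = DMSO wells with substrate and 100% = DMSO wells lacking glucose-6-phosphate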
SENP1 FRET inh: SENP1 (human) catalytic domain inhibition; Q9P0U3; recombinant SENP1 catalytic domain, CyPet-SUMO1-YPet FRET cleavage; inhibition, % at 10 µM; hit rate 0.21% among 360,000; AID 624204;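 active = inhibition at least 30% at 10 µM, raw YFP signal under a set limit, fluorescence ratio 0.5 to 1.5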;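 also: 0% = enzyme with DMSO and 100% = no enzyme wells; some results filed as inactive read as strong as hits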
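Material – human SENP1 catalytic domain · Input – SENP1 enzyme, 20 pM final · Compound dosing – single concentration of 10 µM compound, 0.5% DMSO final · Timing – enzyme reaction for 50 min at room temperature, dark · Measured by – FRET fluorescence in CFP and YFP emission channels · Control set – no-enzyme wells low, DMSO-plus-enzyme wells high control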
SENP8 block-2: inhibitors of human SENP8 protease | recombinant SENP8, Nedd8 substrate fluorescence | AID 602440 | Q96LD8 | hit rate 0.64% among 360,000 | inhibition, % at 20 µM; in the data active = inhibition mostly above about 40%, no sharp cut-off; inactive = mostly below about 27%
SENP7 inh: blocks the human protease SENP7. inhibition, % at 5 µM. recombinant SENP7, Z-RLRGG-aminoluciferin luminescence, 40 min. hit rate 1.5% among 330,000;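 active = inhibition above about 50% at the single test dose, limit read from the data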;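 also: plate controls were DMSO with enzyme for no effect and no enzyme buffer wells for full effect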
Target sequence (Q9BQF6 706-1050 limits assumed): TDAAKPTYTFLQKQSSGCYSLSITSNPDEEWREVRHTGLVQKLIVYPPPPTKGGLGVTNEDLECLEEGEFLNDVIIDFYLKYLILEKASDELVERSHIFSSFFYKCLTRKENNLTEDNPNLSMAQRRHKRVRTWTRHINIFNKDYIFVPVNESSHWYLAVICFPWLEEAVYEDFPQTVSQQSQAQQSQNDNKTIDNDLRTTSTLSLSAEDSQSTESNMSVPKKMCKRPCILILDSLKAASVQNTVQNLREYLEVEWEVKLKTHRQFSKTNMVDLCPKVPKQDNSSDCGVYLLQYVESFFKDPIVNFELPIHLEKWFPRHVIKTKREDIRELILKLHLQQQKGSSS
HKDC1 inh: blocks human hexokinase HKDC1 activity; inhibition, % at 20 µM; recombinant HKDC1, G6PDH/diaphorase resazurin coupled fluorescence; hit rate 0.16% among 340,000; Q2TB90;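 active = inhibition above about 35% when tested at 20 µM, limit read from the data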;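 also: plate controls were DMSO wells with enzyme for no effect and DMSO wells lacking enzyme for full effect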
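Material: recombinant HKDC1 hexokinase; Amount: HKDC1 at 5 µg/mL; Medium: Tris pH 8.0 buffer with MgCl2, Tween-20, BSA, BME; Schedule: 90 min reaction incubation at room temperature, dark; Technique: coupled resazurin fluorescence, excitation 525 nm, emission 613 nm.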
The depositor's hits bear a star; & = joins results of further samples. Compounds as they come; 3.6% or so of the library scored in one or more.

CC(=O)N1CCN2C(=O)C1CCCC(=O)c1cc(C3CCCCC3)ccc12 (stereo unspecified) was read as SENP6 block -15, SENP8 block-1 -7, Apaf-1 inh 9, PfGluPho inh -4, SENP1 FRET inh 1, SENP8 block-2 -6, SENP7 inh -5 and HKDC1 inh -2.
For C=CCN(CC=C)C(=S)NC(=O)/C=C/c1ccc(OC)cc1 the results were SENP6 block -5, SENP8 block-1 -4, Apaf-1 inh 6, PfGluPho inh -8, SENP1 FRET inh 2, SENP8 block-2 3, SENP7 inh -1 and HKDC1 inh -4.
CCCNC(=O)C1CCN(S(=O)(=O)c2ccc(Br)cc2)CC1 was read as SENP6 block -15, SENP8 block-1 -1, Apaf-1 inh 5, PfGluPho inh -3, SENP1 FRET inh 4, SENP8 block-2 10, SENP7 inh 4 and HKDC1 inh -8.
Screening COc1ccc(CNC(=O)C(=O)NCC2CCCN2S(=O)(=O)c2ccccc2)cc1 (stereo unspecified) returned SENP6 block -26, SENP8 block-1 -6, Apaf-1 inh 0, PfGluPho inh 8, SENP1 FRET inh -1, SENP8 block-2 4, SENP7 inh -1 and HKDC1 inh -3.
`CC1CCN(C(=O)c2[nH]cnc2C(=O)Nc2ccc(Cl)cc2)CC1` gave SENP6 block -4, SENP8 block-1 -7, Apaf-1 inh 13, PfGluPho inh 9, SENP1 FRET inh 3, SENP8 block-2 -2, SENP7 inh -1 and HKDC1 inh 3.
Screening CCC(C)(C)n1nnnc1C(c1cc(OC)ccc1OC)N1CCC(C(N)=O)CC1 (stereo unspecified) returned SENP6 block -16, SENP8 block-1 -5, Apaf-1 inh 3, PfGluPho inh -4, SENP1 FRET inh 0, SENP8 block-2 10, SENP7 inh 9 and HKDC1 inh -2.
For CC1CCN(C(=O)C2CCN(S(=O)(=O)N3CCC4(CC3)OCCO4)CC2)CC1 the results were SENP6 block -18, SENP8 block-1 -2, Apaf-1 inh 5, PfGluPho inh -15, SENP1 FRET inh 1, SENP8 block-2 22, SENP7 inh 7 and HKDC1 inh 2.
CC1CCN(C(=O)CCN2C(=O)C3C4C=CC(C4)C3C2=O)CC1 (stereo unspecified) was read as SENP6 block -7, SENP8 block-1 4, Apaf-1 inh 2, PfGluPho inh -6, SENP1 FRET inh 3, SENP8 block-2 12, SENP7 inh -1 and HKDC1 inh -1.
`Cn1c(SCC(=O)c2cc(Cl)c(Cl)s2)nnc1-c1ccco1` gave SENP6 block -10, SENP8 block-1 -5, Apaf-1 inh 20, PfGluPho inh 36, SENP1 FRET inh -4, SENP8 block-2 4, SENP7 inh 0 and HKDC1 inh 6.
COc1cc2c(cc1OC)C1=C(C#N)CC/C(=N\S(=O)(=O)c3ccccc3)N1CC2 was read as SENP6 block -2, SENP8 block-1 -17, Apaf-1 inh 20, PfGluPho inh -15, SENP1 FRET inh -13, SENP8 block-2 -93, SENP7 inh 6 and HKDC1 inh 11.
For Clc1cccc(N2CCN(Cc3nc(-c4ccccc4)no3)CC2)c1 the results were SENP6 block -3, SENP8 block-1 -8, Apaf-1 inh 14, PfGluPho inh 27, SENP1 FRET inh -2, SENP8 block-2 -5, SENP7 inh 9 and HKDC1 inh 1.
Screening CC1COCC(C)N1C1=C(Cl)C(=O)c2ccccc2C1=O (stereo unspecified) returned PfGluPho inh 75*, SENP1 FRET inh 5, SENP8 block-2 -63 and HKDC1 inh 38*.
Screening O=C(CC(c1ccccc1)c1ccco1)N1CCCCC1 (stereo unspecified) returned SENP6 block -29, SENP8 block-1 5, Apaf-1 inh -3, SENP1 FRET inh -3, SENP8 block-2 5 and SENP7 inh 0.
`Cc1ccc(S(=O)(=O)c2nc(NCCCn3ccnc3)sc2Cl)cc1` gave SENP6 block -11, SENP8 block-1 9, Apaf-1 inh -10, PfGluPho inh 13, SENP1 FRET inh 0, SENP8 block-2 25, SENP7 inh -1 and HKDC1 inh -7.
Cc1cccc(C)c1NC(=O)CNC(=O)C(Cc1ccccc1)NC(=O)c1ccccc1 (stereo unspecified) was read as SENP6 block -12, SENP8 block-1 4, Apaf-1 inh 11, PfGluPho inh 11, SENP1 FRET inh -3, SENP8 block-2 1, SENP7 inh -10 and HKDC1 inh -4.
For O=C(O)CCC(=O)Nc1nc2nc(-c3ccccc3)cc(-c3ccccc3)n2n1 the results were SENP6 block -14, SENP8 block-1 0, Apaf-1 inh 21, PfGluPho inh -4, SENP1 FRET inh 1, SENP8 block-2 -476, SENP7 inh 7 and HKDC1 inh -4.
Screening CC(=O)Nc1ccc(S(=O)(=O)Nc2ccn(Cc3ccccc3Cl)n2)cc1 returned SENP6 block 1, SENP8 block-1 -8, Apaf-1 inh 21, PfGluPho inh -1, SENP1 FRET inh -1, SENP8 block-2 18, SENP7 inh -3 and HKDC1 inh 14.
`O=C(/C=C/c1cn(-c2ccccc2)nc1-c1cccnc1)N1CCCCC1` gave SENP6 block -1, SENP8 block-1 -3, Apaf-1 inh 13, PfGluPho inh 16, SENP1 FRET inh -1, SENP8 block-2 3, SENP7 inh 3 and HKDC1 inh -7.
For O=C(N/N=C/c1ccccc1O)C1SCCCS1 the results were SENP6 block -22, SENP8 block-1 -10, Apaf-1 inh 11, PfGluPho inh -50, SENP1 FRET inh -34, SENP8 block-2 -89, SENP7 inh -5 and HKDC1 inh -25.
Screening CS(=O)(=O)N1CCCC(C(=O)NCCCN2CCN(Cc3ccccc3)CC2)C1 (stereo unspecified) returned SENP6 block -10, SENP8 block-1 -13, Apaf-1 inh 1, PfGluPho inh -8, SENP1 FRET inh 0, SENP8 block-2 35, SENP7 inh -6 and HKDC1 inh -10.

Reprinted from above, 4 compounds:
Screening CC(=O)Nc1ccc(S(=O)(=O)Nc2ccn(Cc3ccccc3Cl)n2)cc1 returned SENP6 block 1, SENP8 block-1 -8, Apaf-1 inh 21, PfGluPho inh -1, SENP1 FRET inh -1, SENP8 block-2 18, SENP7 inh -3 and HKDC1 inh 14.
`O=C(/C=C/c1cn(-c2ccccc2)nc1-c1cccnc1)N1CCCCC1` gave SENP6 block -1, SENP8 block-1 -3, Apaf-1 inh 13, PfGluPho inh 16, SENP1 FRET inh -1, SENP8 block-2 3, SENP7 inh 3 and HKDC1 inh -7.
For O=C(N/N=C/c1ccccc1O)C1SCCCS1 the results were SENP6 block -22, SENP8 block-1 -10, Apaf-1 inh 11, PfGluPho inh -50, SENP1 FRET inh -34, SENP8 block-2 -89, SENP7 inh -5 and HKDC1 inh -25.
Screening CS(=O)(=O)N1CCCC(C(=O)NCCCN2CCN(Cc3ccccc3)CC2)C1 (stereo unspecified) returned SENP6 block -10, SENP8 block-1 -13, Apaf-1 inh 1, PfGluPho inh -8, SENP1 FRET inh 0, SENP8 block-2 35, SENP7 inh -6 and HKDC1 inh -10.

(continued)
`CC(C)n1ncc2c(C(=O)N3CCN(c4ccc(F)cc4)CC3)cc(-c3ccccc3)nc21` gave SENP6 block 12, SENP8 block-1 -3, Apaf-1 inh 4, PfGluPho inh 5, SENP1 FRET inh 1, SENP8 block-2 -58, SENP7 inh -3 and HKDC1 inh 2.
For CCOc1ccc(S(=O)(=O)N(C)c2ccc(OCC(=O)NC3=NCCS3)cc2)cc1 the results were SENP6 block -23, SENP8 block-1 -7, Apaf-1 inh 15, PfGluPho inh 3, SENP1 FRET inh -2, SENP8 block-2 14, SENP7 inh -14 and HKDC1 inh -2.
COc1ccc2nc(NN=C(C)c3ccccn3)cc(C)c2c1 was read as PfGluPho inh 12, SENP1 FRET inh -27, SENP8 block-2 -79 and HKDC1 inh -3.
For Cc1ccc(/C=N/NC(=O)c2ccncc2)o1 the results were SENP6 block -18, SENP8 block-1 -2, Apaf-1 inh -7, PfGluPho inh -5, SENP1 FRET inh 2, SENP8 block-2 13, SENP7 inh 3 and HKDC1 inh -2.
For O=C(N/N=C/c1ccco1)c1ccc(C(=O)N/N=C/c2ccco2)o1 the results were SENP6 block 1, SENP8 block-1 3, Apaf-1 inh 0, PfGluPho inh 8, SENP1 FRET inh -8, SENP8 block-2 -59, SENP7 inh -1 and HKDC1 inh 3.
Screening N/C(=N\OC(=O)Cc1cccs1)c1ccc(Br)cc1 returned SENP6 block 7, SENP8 block-1 -12, Apaf-1 inh -1, PfGluPho inh -1, SENP1 FRET inh 0, SENP8 block-2 2, SENP7 inh 8 and HKDC1 inh -6.
For O=C(O)C(O)c1ccccc1 (stereo unspecified) the results were SENP6 block -1&-14, SENP8 block-1 12&-1, Apaf-1 inh -13&13, PfGluPho inh -1&2, SENP1 FRET inh 1&-3, SENP8 block-2 2&11, SENP7 inh -2&-5 and HKDC1 inh -7&4.
`CNCCCOc1ccc(C)cc1OC` gave SENP6 block 8, SENP8 block-1 7, Apaf-1 inh -5, PfGluPho inh -15, SENP1 FRET inh 1, SENP8 block-2 8, SENP7 inh -1 and HKDC1 inh -6.
For Cc1ccc2c(c1)c(N=NC(N)=S)c(O)n2Cc1ccccc1 the results were SENP6 block -9, SENP8 block-1 -3, Apaf-1 inh 0, PfGluPho inh -7, SENP1 FRET inh 4, SENP8 block-2 15, SENP7 inh -5 and HKDC1 inh -5.
Screening CC1=C(C(=O)Nc2ccc(C)cc2)C(c2ccco2)NC(=O)N1 (stereo unspecified) returned SENP6 block -15, SENP8 block-1 -9, Apaf-1 inh -1, PfGluPho inh 1, SENP1 FRET inh -4, SENP8 block-2 22, SENP7 inh -6 and HKDC1 inh -5.
O=C(Nc1ccc(F)cc1)N1CCCN(c2nccc(C(F)(F)F)n2)CC1 was read as SENP6 block -7, SENP8 block-1 -4, Apaf-1 inh -2, PfGluPho inh -10, SENP1 FRET inh 11, SENP8 block-2 -26, SENP7 inh -9 and HKDC1 inh -3.
`CCCCCC1C(C(=O)OCC)C(=O)NC1(C(=O)OCC)C(=O)OCC` (stereo unspecified) gave PfGluPho inh 3, SENP1 FRET inh 2, SENP8 block-2 6 and HKDC1 inh -6.
